Bioassay records from PubChem.
CR mimetic SO = yeast age-related superoxide inhibition as caloric restriction mimetic; AID 2690; 330,000 compounds, 0.18% hits; superoxide response (% of plate mean), % at 10 µM; S. cerevisiae aged cells, superoxide DHE fluorescence; hits give low values;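 active = superoxide response under a set limit, about three screen SD below normal, cut at about 65% in these data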;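 note: yeast aged for seven days with compound at 30 °C before DHE staining; 100% = average MFI of all compound-treated wells on the plate with controls excluded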
CIT2-GFP yeast = modulators of TOR pathway CIT2-GFP in S. cerevisiae; GFP response vs DMSO, % at 10 µM; 320,000 compounds, 0.065% hits; S. cerevisiae CIT2-GFP strain, flow cytometry, 3 h; 100 means same as DMSO wells; AID 2029;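 active = GFP response relative to DMSO above a set limit, near the screen mean plus 3 SD, cut at about 150% in these data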;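 note: ratio of well median GFP fluorescence to mean of DMSO wells on the plate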
VLA-4 inh = inhibition in a human VLA-4 binding assay; 330,000 compounds, 0.2% hits; AID 2557; P13612; inhibition, % (about 7 µM as worked out from the volumes in the protocol); VLA-4 expressing cells, ligand binding flow cytometry; in the data active = inhibition above about 50%
Target sequence (P13612 whole entry, looked up): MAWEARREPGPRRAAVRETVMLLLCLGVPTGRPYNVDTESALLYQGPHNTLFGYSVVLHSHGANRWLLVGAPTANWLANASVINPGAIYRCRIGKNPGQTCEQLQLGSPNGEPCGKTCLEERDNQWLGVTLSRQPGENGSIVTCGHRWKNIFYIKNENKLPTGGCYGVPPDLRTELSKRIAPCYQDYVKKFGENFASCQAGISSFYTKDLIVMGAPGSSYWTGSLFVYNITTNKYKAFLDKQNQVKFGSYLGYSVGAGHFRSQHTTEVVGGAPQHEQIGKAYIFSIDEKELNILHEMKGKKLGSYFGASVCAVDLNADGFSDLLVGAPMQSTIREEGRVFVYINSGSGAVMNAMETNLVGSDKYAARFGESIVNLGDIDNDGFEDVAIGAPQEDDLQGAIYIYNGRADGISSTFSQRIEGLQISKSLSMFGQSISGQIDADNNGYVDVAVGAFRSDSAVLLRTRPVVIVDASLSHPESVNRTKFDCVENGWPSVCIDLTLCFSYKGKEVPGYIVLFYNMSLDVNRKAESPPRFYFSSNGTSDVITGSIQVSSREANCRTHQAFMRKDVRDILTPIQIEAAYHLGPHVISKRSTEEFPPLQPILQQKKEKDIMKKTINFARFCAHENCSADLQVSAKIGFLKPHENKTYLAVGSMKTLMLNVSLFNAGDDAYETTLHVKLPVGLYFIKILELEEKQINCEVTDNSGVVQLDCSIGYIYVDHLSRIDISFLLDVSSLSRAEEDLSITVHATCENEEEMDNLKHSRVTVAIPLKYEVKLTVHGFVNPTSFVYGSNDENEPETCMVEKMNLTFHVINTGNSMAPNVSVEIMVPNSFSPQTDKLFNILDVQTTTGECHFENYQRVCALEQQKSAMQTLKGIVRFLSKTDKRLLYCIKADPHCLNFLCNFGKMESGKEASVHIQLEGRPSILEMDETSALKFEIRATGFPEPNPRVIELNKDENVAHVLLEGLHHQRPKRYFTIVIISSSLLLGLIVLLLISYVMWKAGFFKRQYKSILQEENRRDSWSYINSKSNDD
MEP2 TOR yeast = alters MEP2-GFP fluorescence in TOR pathway yeast screen. S. cerevisiae MEP2-GFP strain, flow cytometry GFP, 3 h; 100% = DMSO control level. GFP response vs DMSO, % at 10 µM. 330,000 compounds, 0.51% hits. AID 2016;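 active = GFP response versus DMSO above a set limit, roughly screen mean plus 3 SD, cut at about 180% in these data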;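 note: median GFP fluorescence of the barcode-gated MEP2-GFP cells per well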
LAP4-GFP MLPCN = yeast TOR pathway LAP4-GFP modulation; S. cerevisiae LAP4-GFP multiplex, flow cytometry GFP, 3 h; median GFP as percent of DMSO wells; GFP response vs DMSO, % at 10 µM; 320,000 compounds, 0.34% hits; AID 2023;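 active = GFP response vs DMSO above a set limit, about the screen mean plus 3 SD, cut at about 150% in these data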
GRK2 inh = inhibitors of human GRK2 displacing RNA aptamer. P25098. inhibition of aptamer binding, % at 10 µM. bead flow cytometry, FAM-aptamer displacement from GRK2. 330,000 compounds, 0.59% hits;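 active = inhibition of aptamer binding above 40%, roughly 3 SD of noise, on plates passing a quality check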;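 note: median bead fluorescence of bound FAM aptamer so fluorescent compounds give negative values; no value below 0 was filed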
RPL19A-GFP yeast = yeast TOR pathway RPL19A-GFP modulation. percent response vs DMSO, % at 10 µM. 330,000 compounds, 0.3% hits. S. cerevisiae RPL19A-GFP strain, flow cytometry, 3 h; hits give low values;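 active = percent response vs DMSO below 50%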;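 note: median channel GFP fluorescence of the barcoded RPL19A-GFP strain; ratio of sample median GFP to plate DMSO average so 100% = DMSO; lower means less RPL19A-GFP as with rapamycin TOR inhibition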
AGP1 TOR yeast = alters AGP1-GFP fluorescence in TOR pathway yeast screen; S. cerevisiae AGP1-GFP multiplex flow cytometry, 3 h; GFP as percent of DMSO wells; GFP response vs DMSO, % at 10 µM; 320,000 compounds, 0.02% hits; AID 2066;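 active = GFP response relative to DMSO above a set limit, near screen average plus 3 SD, cut at about 150% in these data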;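 note: median GFP channel fluorescence of the gated AGP1 strain per well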
Active calls of the source: *; i = inactive; . = not tested or not shown.

SMILES	CR mimetic SO	CIT2-GFP yeast	VLA-4 inh	MEP2 TOR yeast	LAP4-GFP MLPCN	GRK2 inh	RPL19A-GFP yeast	AGP1 TOR yeast
COc1ccc(OC)c(Nc2nc(-c3ccncc3)nc3ccccc23)c1	109	90	30	109	113	3	104	83
CCCCN(C/C=C/c1ccccc1OC)Cc1ccccc1	101	103	5	105	89	1	105	103
COc1ccc(Nc2nc(C)cc(C)c2C#N)cc1OC	108	94	44	100	107	1	100	100
COc1ccc(C(=O)CN2CCN(c3ncccn3)CC2)cc1	100	98	-5	90	90	0	98	94
CC(C)n1nc(Cc2cccc3ccccc23)c(C#N)c1N	95	110	1	91	112	2	100	97
CCCCN(C(=O)CCCc1nc2ccccc2s1)c1c(N)n(CC(C)C)c(=O)[nH]c1=O	93	95	6	108	95	0	106	105
CC(C)(C)NC(=O)Cn1nnc(-c2ccccc2Cl)n1	95	98	3	93	93	2	94	97
Cc1cc2[nH]ncc2cc1NC(N)=S	104	94	13	95	94	0	92	96
CCCCC(=O)NS(=O)(=O)c1ccc(N=NN2CCCCC2)cc1	100	98	12	77	88	3	101	93
Cc1nn(C)cc1C(C)NC(=O)c1cc(COc2cccc3cnccc23)on1 (stereo unspecified)	88	92	-19	92	92	0	87	93

The last three records of the part before come first, to join the parts:
SMILES	CR mimetic SO	CIT2-GFP yeast	VLA-4 inh	MEP2 TOR yeast	LAP4-GFP MLPCN	GRK2 inh	RPL19A-GFP yeast	AGP1 TOR yeast
Cc1cc2[nH]ncc2cc1NC(N)=S	104	94	13	95	94	0	92	96
CCCCC(=O)NS(=O)(=O)c1ccc(N=NN2CCCCC2)cc1	100	98	12	77	88	3	101	93
Cc1nn(C)cc1C(C)NC(=O)c1cc(COc2cccc3cnccc23)on1 (stereo unspecified)	88	92	-19	92	92	0	87	93
O=C1c2ccccc2C(=O)N1CCC(c1ccccc1)c1ccco1 (stereo unspecified)	101	93	-5	95	99	3	101	96
O=C(Nc1nc(=O)c2ccccc2s1)c1ccc(Cl)cc1	112	113	-13	113	120	1	117	116
O=C(O)c1cnc2ccccc2n1	64*	91	12	96	95	0	96	92
C=CCn1c(O)c(N=NC(=S)Nc2ccccc2C)c2cc(S(=O)(=O)N3CCOCC3)ccc21	108	106	-4	110	91	2	106	99
O=C(N/C(=C/c1ccc(F)cc1)C(=O)N1CCCC1)c1ccccc1	98	101	9	100	102	3	103	100
CCCC(C)NC(=O)CN(c1ccc2c(c1)OCCO2)S(=O)(=O)c1ccccc1 (stereo unspecified)	97	108	-9	110	96	2	100	97
O=C(NCC1CCCO1)C1CCN(C2CCN(CCCC3CCCC3)CC2)CC1 (stereo unspecified)	97	105	3	100	93	0	104	99
COc1ccc(Cc2nnc(N/N=C/c3ccccc3O)[nH]c2=O)cc1OC	103	89	1	90	94	0	99	96
O=C(NCC(=O)N1CCCC(C(F)(F)F)C1)c1ccc(Oc2ccccc2)cc1 (stereo unspecified)	91	99	10	102	110	7	103	99
OCc1nc2ccccc2n1CCCOc1ccc(Br)cc1	85	102	10	107	105	0	95	103
Fc1ccc(-n2c(Cn3nnc4ccccc43)n[nH]c2=S)cc1	96	94	3	98	109	1	96	91
O=C(c1cc2cc(Cl)ccc2[nH]1)N1CCN(Cc2ccc3c(c2)OCO3)CC1	108	96	3	95	94	0	97	96
Cc1ccc(S(=O)(=O)N2CCCCC2)cc1NC(=O)CCNC(=O)c1ccccc1	90	104	3	104	96	3	97	100
COc1cc(OC)c(S(=O)(=O)NCc2ccco2)cc1S(=O)(=O)NCc1ccco1	97	86	9	90	94	2	90	.
CCOC(=O)c1ccc(-c2cc(C)no2)[nH]1	94	104	-7	105	95	0	100	97
COc1ccc(NC(=O)c2cc(-c3ccccc3O)n[nH]2)cc1Cl	98	103	-26	111	95	0	109	100
O=C(C1CCCO1)N1CCN(C(c2ccccc2)c2ccccc2)CC1 (stereo unspecified)	95	105	-4	103	98	0	101	109
CCN(CC)S(=O)(=O)c1ccc(C)c(NC(=O)COC(=O)c2ccc(C)c(S(=O)(=O)N3CCOCC3)c2)c1	100	98	12	104	104	5	98	104
O=C(Cc1ccc(Cl)cc1)c1c[nH]c(C(=O)NCc2cccnc2)c1	90	95	1	99	93	1	99	95
COc1cccc(OCC(O)CN2CC(C)CC(C)C2)c1 (stereo unspecified)	101	101	4	103	99	1	100	102
CCC(=O)N1CCc2cc(S(=O)(=O)CCC(=O)N3CCN(c4ccc(Cl)cc4)CC3)ccc21	i	96	4	102	95	0	98	97
Cc1nc(NC(=O)c2cc(-n3cnnc3)ccc2Cl)ccc1Br	84	113	-11	109	112	0	107	108
COc1ccccc1C(=O)N1CCN(C(=O)c2ccncc2)CC1	102	90	3	95	95	1	95	94
O=C(CCS(=O)(=O)c1cccc2nsnc12)N1CCN(Cc2ccc3c(c2)OCO3)CC1	94	104	-10	101	103	0	101	104
Cc1cccc(N(C)c2cc(C)nc3ncnn23)c1	100	98	7	99	98	2	101	106
NS(=O)(=O)c1cccc(NC(=O)COC(=O)Cc2n[nH]c(=O)c3ccccc23)c1	90	89	5	94	109	5	97	98
O=C1NN=C(CSc2n[nH]c(=S)s2)CS1	95	105	3	108	93	2	96	98
CCCNC(=S)N1CCN(CC)CC1	95	105	2	102	94	0	106	102
COC(=O)c1ccc(CSc2nc(C)nc3c2c(=O)n(C)c(=O)n3C)o1	109	109	2	105	118	0	99	108
Cc1cc(N(C(=O)c2ccco2)C(C(=O)NC2CCCCC2)c2ccccc2)ccc1-n1cnnn1 (stereo unspecified)	80	99	-2	97	96	0	95	95

Some entries already given with just AGP1 TOR yeast.
Compound | AGP1 TOR yeast
Cc1cccc(N(C)c2cc(C)nc3ncnn23)c1 | 106
NS(=O)(=O)c1cccc(NC(=O)COC(=O)Cc2n[nH]c(=O)c3ccccc23)c1 | 98

Following part
SMILES	CR mimetic SO	CIT2-GFP yeast	VLA-4 inh	MEP2 TOR yeast	LAP4-GFP MLPCN	GRK2 inh	RPL19A-GFP yeast	AGP1 TOR yeast
CC(Oc1cccc(Cl)c1)C(=O)Nc1ccc(S(=O)(=O)N(C)C2CCN(C)CC2)cc1 (stereo unspecified)	82	87	10	92	94	0	96	98
C=CCNC(=O)c1ccccc1NC(=O)C1COc2ccccc2O1 (stereo unspecified)	95	101	7	98	95	4	105	100
NC(=O)CSc1nnc(-c2ccccc2Br)n1-c1cccc(C(F)(F)F)c1	105	99	23	100	98	0	103	103
CC(NC(=O)CSc1ncccn1)c1ccc2c(c1)OCO2 (stereo unspecified)	88	104	3	107	92	0	99	99
CCOC(=O)CCc1cccc2c1CCC2=O	97	98	18	99	99	0	98	99
N#Cc1ccc(C#Cc2ccc3oc4ccccc4c(=O)c3c2)cc1	95	83	16	95	94	0	93	92
N#C/C=C1\Sc2ccccc2C(=O)N1CC(=O)N1CCN(S(=O)(=O)c2ccccc2)CC1	99	96	-9	100	107	2	100	106
Cc1cccc(NC(=O)CCCN2C(=O)c3ccccc3C2=O)n1	113	102	6	101	97	0	99	104
O=C1CC[C@H](OCc2ccccc2)CCN1[C@H](CSc1ccccc1)Cc1ccccc1	104	97	-3	108	105	0	99	100
COc1ccc(C2=NS(=O)(=O)N(C)C(C(=O)NCc3ccc4c(c3)OCO4)=C2)cc1OC	86	100	-17	103	100	0	98	103
CC(C)CCNC(=O)NC(=O)COc1ncnc2sccc12	114	99	-27	107	96	3	98	106
CCn1c(SCc2cccc(F)c2)nnc1-c1cccnc1	96	118	2	116	103	0	112	112
Cc1ccc(C2C(C#N)=C(N)N(c3cccnc3)C3=C2C(=O)CCC3)s1 (stereo unspecified)	100	105	-12	101	96	3	108	103
Cc1cc(NC(=O)c2c(-c3c(F)cccc3Cl)noc2C)no1	111	103	-5	97	109	1	100	107
CCc1ccc(CCC(=O)Nc2ccc(C)c(C)c2)o1	94	99	1	105	111	0	102	102
CCCCCCOC(=O)c1ccc(OC(=O)c2cccnc2)cc1	93	102	-3	100	99	2	96	99
CC1C(=O)N2CCCc3cc(NS(=O)(=O)c4ccc([N+](=O)[O-])cc4)cc1c32 (stereo unspecified)	99	88	6	96	88	0	89	87
CN(Cc1ccccc1)C(=O)COC(=O)c1ccc(Br)o1	99	106	-18	97	96	0	99	98
Cc1[nH]c(-c2ccc(F)cc2)cc1C(=O)N1CCN(c2cccc(Cl)c2)CC1	106	103	2	133	122	1	112	107
NC(=O)C1CCCCc2c1[nH]c1ccc(Cl)cc21 (stereo unspecified)	107	100	6	105	94	0	106	97
C/C=C/CSc1nc2c(c(=O)[nH]c(=O)n2C)n1CCC	105	95	9	103	99	0	103	98
CC(=O)C1[C@H](N(C)C)CC2C3CC=C4CC(O)CC[C@]4(C)C3CC[C@@]21C (stereo partly specified)	107	104	8	106	93	0	104	98
COc1cc(/C=N/NC(=S)NCc2ccccc2)ccc1OCC#N	77	96	5	101	94	2	99	98
CN(Cc1ccccc1)c1ccc(C(CC(N)=O)NC(=O)c2ccc(Br)cc2)cc1[N+](=O)[O-] (stereo unspecified)	108	67	-8	86	107	0	92	76
O=C(c1ccc(Cl)cc1)N1CCN(c2cc(=O)[nH]nc2-c2ccccc2)CC1	104	103	-4	104	107	1	99	.
CCOC(=O)c1c(C)c(C(=O)Nc2ccc(F)cc2)c(C)n1C	111	104	2	118	103	3	104	94
c1ccc(CCNc2ncnc3nc[nH]c23)cc1	89	100	1	98	95	1	99	102

Compound profiles, as listed above. Order of screens: CR mimetic SO, CIT2-GFP yeast, VLA-4 inh, MEP2 TOR yeast, LAP4-GFP MLPCN, GRK2 inh, RPL19A-GFP yeast, AGP1 TOR yeast
`CN(Cc1ccccc1)c1ccc(C(CC(N)=O)NC(=O)c2ccc(Br)cc2)cc1[N+](=O)[O-]` (stereo unspecified) across the screens: 108, 67, -8, 86, 107, 0, 92, 76
`C/C=C/CSc1nc2c(c(=O)[nH]c(=O)n2C)n1CCC` across the screens: 105, 95, 9, 103, 99, 0, 103, 98
`CC(=O)C1[C@H](N(C)C)CC2C3CC=C4CC(O)CC[C@]4(C)C3CC[C@@]21C` (stereo partly specified) across the screens: 107, 104, 8, 106, 93, 0, 104, 98
`O=C(c1ccc(Cl)cc1)N1CCN(c2cc(=O)[nH]nc2-c2ccccc2)CC1` across the screens: 104, 103, -4, 104, 107, 1, 99, .
`CCOC(=O)c1c(C)c(C(=O)Nc2ccc(F)cc2)c(C)n1C` across the screens: 111, 104, 2, 118, 103, 3, 104, 94
